H1N1 NS1A inhibition: NS1A inhibition, H1N1 influenza, cell based functional assay (AID 504329). 340,000 tested, 0.3% active. inhibition, % at 12.5 µM, or IC50 in µM where a hit was titrated. NS1A functional cell-based assay, percent inhibition; higher % means a stronger effect; in the data active = a potency from the dose series; inconclusive = inhibition above about 27% without an active follow-up result; also: strong numbers were not always called active
M. tuberculosis: growth inhibition of non-replicating M. tuberculosis (AID 488890); Mycobacterium tuberculosis non-replicating, growth inhibition; higher % means a stronger effect; inhibition, % at 25 µM, or IC50 in µM where a hit was titrated; 320,000 tested, 0.39% active; in the data active = a potency from the dose series; inconclusive = inhibition mostly from about 82% at the one dose, without a potency; inactive = the rest, 99 in 100 with inhibition below about 76%;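 also: plate controls were DMSO cells for no effect and high antibiotic wells for full effect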
M. tuberculosis HTS: M. tuberculosis growth inhibition, HTS (AID 449762) | M. tuberculosis H37Rv growth inhibition, 7H9 media; higher % means a stronger effect | inhibition, % at 25 µM; hits with a dose series show IC50 in µM | 330,000 tested, 0.59% active; in the data active = a potency from the dose series; inconclusive = inhibition above about 70% without an active follow-up result;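 also: bacterial growth assessed after seven days of incubation; strong numbers were not always called active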
inhibitors of VEEV: inhibitors of VEEV TC-83 cytopathic effect, confirmation, Vero cells (AID 588727). Vero cells, VEEV TC-83 cytopathic effect inhibition; higher % means a stronger effect. 350,000 tested, 0.13% active. one-dose inhibition, % at 20 µM; IC50 in µM for titrated hits; in the data active = a potency from the dose series; inconclusive = inhibition mostly from about 14% at the one dose, without a potency; inactive = the rest, 99 in 100 with inhibition below about 12%; also: strong numbers were not always called active
Salmonella PhoP GFP: PhoP regulon inhibitors, Salmonella typhi PhoP promoter GFP reporter, confirmatory (AID 1850). 310,000 tested, 0.33% active. Salmonella Typhi PhoP-promoter GFP reporter, fluorescence, 4 h; higher % means a stronger effect. one-dose inhibition, % at 50 µM; IC50 in µM for titrated hits; in the data active = a potency from the dose series; inconclusive = inhibition mostly from about 25% at the one dose, without a potency; inactive = the rest, 99 in 100 with inhibition below about 19%;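 also: 0% = induced wells with vehicle and 100% = uninduced wells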
inhibitors of VEEV 10K pilot screen: second read-out of inhibitors of VEEV, no call of its own (marks repeat the call); inhibition, %; measured here: 10K pilot screen inhibition
The depositor's hits bear a star; i = inactive; ? = inconclusive; nt = not tested or not shown. The order is random; overall some 1.4% were active at least once.

SMILES	H1N1 NS1A inhibition	M. tuberculosis	M. tuberculosis HTS	inhibitors of VEEV	Salmonella PhoP GFP	others
Cc1ccc(NC(=S)N(C)Cc2cn(C)c3ccccc23)cc1	-3%	10%	4%	i	-6%
Nc1c(C(=O)CSc2nc(-c3ccccc3)cs2)c(=O)[nH]c(=O)n1C1CC1	-2%	3%	5%	1.9%	nt
CCOC(=O)C1=C(C)N(c2ccccc2)C(=O)C1CC(=O)O (configuration not stated)	-7%	-8%	-5%	i	-1%
O=C(NCc1cccnc1)c1ccc(-c2cc3ccccc3oc2=O)cc1	8%	0%	2%	i	6%
COc1ccc(NS(=O)(=O)c2cc(NC(=O)[C@@H](NC(N)=O)C(C)C)ccc2C)cc1	2%	1%	-5%	1.1%	-8%
O=C(CC(c1ccccc1)c1cc(Br)ccc1O)NCCCN1CCOCC1 (configuration not stated)	-1%	56%	-6%	0.3%	-4%
O=C1CC(C(=O)N2CCN(c3ccccc3Cl)CC2)CN1Cc1ccccc1 (configuration not stated)	-4%	11%	-5%	1.2%	nt
COc1ccc(NC(=O)c2cc(S(=O)(=O)N3CCc4ccccc43)cn2C)cc1	-40%	-14%	-7%	2.3%	-6%
O=C1C[C@@H]2CCN3C(=O)CCC[C@@H]([C@H]23)[C@@H]1Cc1ccccc1	3%	nt	nt	0.1%	nt
O=C(NCCc1ccccc1)C1CCN(C(=O)Nc2ccccc2)CC1	-7%	8%	-6%	1.8%	4%
COc1ccc(CNC(=O)COC(=O)CC2CC3CCC2C3)cc1OC (configuration not stated)	2%	46%	4%	i	-7%
COc1ccc(/C=N/NC(=O)c2nc(-c3ccccc3)n(-c3ccccc3)n2)cc1	-3%	-4%	-4%	0.9%	7%	inhibitors of VEEV 10K pilot screen=1.8
CCOc1ccc(NC(=O)C2CCCN(S(=O)(=O)c3cccc4nsnc34)C2)cc1 (configuration not stated)	1%	-3%	-8%	2.6%	-5%
CCC1=Nc2cc(C(=O)NCCN3CCOCC3)ccc2Sc2ccccc21	11%	12%	6%	0.4%	2%
O=C(O)CCC(NS(=O)(=O)c1ccc(N2CCCC2=O)cc1)C(=O)O (configuration not stated)	-8%	-1%	2%	0.3%	-13%
O=S(=O)(NCCCO)c1ccc2c(c1)Cc1cc(S(=O)(=O)NCCCO)ccc1-2	-18%	9%	-5%	0.8%	-9%
Cc1ccccc1OC(C)C(=O)N1CCC(Cc2ccccc2)CC1 (configuration not stated)	-6%	4%	-11%	2.1%	-16%
Cn1[nH]cc(C=NC(N)=O)c1=O	0%	nt	nt	1.8%	nt
C/C(=N\NC(=O)c1c(Cl)cnn1C)c1cccc(NC(=O)C(C)C)c1	-17%	3%	0%	i	-6%
CCN(C(=O)COC(=O)c1ccccc1Nc1cccc(C)c1C)C1CCS(=O)(=O)C1 (configuration not stated)	2%	6%	-3%	i	5%
CN(C)C(=O)CSc1ncnc2scc(-c3ccccc3)c12	0%	-1%	0%	0.8%	-4%
CN(C)C(=S)Nc1ccc(Br)cc1Cl	8%	6%	-1%	2.0%	5%
CCOC(=O)C1CCN(S(=O)(=O)c2ccc3c(c2)N(C(C)=O)CCO3)CC1	3%	5%	3%	3.0%	0%
CCc1cc2ccccc2nc1SCC(=O)Nc1cc(OC)c(OC)cc1C(=O)O	-7%	9%	1%	4.6%	0%
CCCCc1ccc(-n2nnnc2SCC(=O)Nc2cc(OC)c([N+](=O)[O-])cc2C)cc1	1%	18%	-3%	i	-5%

Next results:
SMILES	H1N1 NS1A inhibition	M. tuberculosis	M. tuberculosis HTS	inhibitors of VEEV	Salmonella PhoP GFP	others
CCC(=O)Nc1ccc2c(c1)nc1n2CCN(C2CCCCC2)C1	9%	30%	-1%	0.7%	9%
Cc1ccc(Nc2nc(CSc3nnc(-c4ccccc4C)n3C)cs2)cc1	3%	60%	12%	7.3%	-4%
CCc1cc2c(=O)n(Cc3ccco3)c(SCC(=O)N(C)C3CCS(=O)(=O)C3)nc2s1 (configuration not stated)	3%	10%	9%	5.5%	-6%
Cc1cccc(Oc2ncnc3oc(-c4ccccc4)cc23)c1C	5%	-5%	2%	i	-4%
COc1cc(CC(=O)N(C)CC(=O)Nc2ccc(Cl)c(C(F)(F)F)c2)cc(OC)c1OC	-1%	12%	3%	7.9%	10%
Cc1cccc(OCC(=O)N(Cc2ccco2)C2CCS(=O)(=O)C2)c1C (configuration not stated)	-3%	-2%	-2%	i	7%
Cc1cccc(-n2cc(CN(C)Cc3nccn3C)c(-c3cccc(F)c3)n2)c1	6%	-2%	?	i	-10%	inhibitors of VEEV 10K pilot screen=1.6
COc1ccc(N2C(=NC(C)=O)SC3CS(=O)(=O)CC32)cc1OC (configuration not stated)	-6%	-9%	-5%	0.5%	7%
Oc1ccccc1-c1cc(C(F)(F)C(F)F)[nH]n1	5%	16%	8%	0.2%	80µM*
Cc1cccc(C(C)C)c1NC(=O)C(C)OC(=O)Cc1n[nH]c(=O)c2ccccc12 (configuration not stated)	-9%	4%	-6%	1.7%	10%
Cc1[nH]n(-c2ccccc2)c(=O)c1N=Nc1cccc([N+](=O)[O-])c1	6%	7%	5%	1.1%	7%
O=C(N/N=C/c1ccc(O)cc1)/C(=C/c1ccccc1)CCO	40%	9%	-4%	0.5%	5%
Cc1nnsc1C(=O)N/N=C/c1ccccc1	-4%	-15%	11%	0.7%	-2%
COC(=O)c1ccsc1NC(=O)c1ccco1	-7%	-2%	-6%	1.1%	-4%
CCc1ccc(NC(=O)c2sc3nc(C)nc(N4CCN(c5ccccn5)CC4)c3c2C)cc1	-2%	54%	?	9.0%	7%
CCOC(=O)n1c(O)c(N=NC(N)=S)c2cc(C)ccc21	18%	-12%	-6%	1.4%	-13%
O=C(NCc1ccccc1)C1Cc2ccccc2CN1C(=O)c1ccco1 (configuration not stated)	-3%	3%	-7%	0.0%	5%
CCOc1cc(/C=N/NC(=O)Cc2ccc(C(F)(F)F)cc2[N+](=O)[O-])ccc1O	-7%	14%	2%	i	5%
COCC(=O)Nc1nc2ccc(S(C)(=O)=O)cc2s1	6%	-15%	-7%	6.7%	12%
COc1ccc(CN2CCNC(=O)C2CC(=O)N2CCCCO2)c(OC)c1 (configuration not stated)	6%	4%	1%	0.1%	-6%
O=C(Nc1cccnc1)Nc1ccc(Cl)cc1Cl	-2%	45%	3%	0.4%	-7%
CSc1ccccc1C(=O)C1CCCN(C(=O)c2cc(C(C)C)no2)C1 (configuration not stated)	-5%	12%	-9%	0.2%	-8%
O=C(Nc1ccc(Cl)cn1)c1ccc2c(Cl)c3c(nc2c1)CCC3	0%	-19%	-2%	0.8%	15%
COc1ccc(C(C(=O)NC2CCCCC2)N(CC2CCCO2)C(=O)CCCC(=O)Nc2ccccn2)cc1 (configuration not stated)	-5%	nt	nt	0.9%	nt
CCOC(=O)c1sc(S(C)=O)c2c1CCc1conc1-2 (configuration not stated)	nt	-4%	-1%	0.2%	-7%

Random excerpt: 4 compounds from above, in no set order.
SMILES	H1N1 NS1A inhibition	M. tuberculosis	M. tuberculosis HTS	inhibitors of VEEV	Salmonella PhoP GFP	others
CCOC(=O)n1c(O)c(N=NC(N)=S)c2cc(C)ccc21	18%	-12%	-6%	1.4%	-13%
COc1ccc(N2C(=NC(C)=O)SC3CS(=O)(=O)CC32)cc1OC (configuration not stated)	-6%	-9%	-5%	0.5%	7%
Oc1ccccc1-c1cc(C(F)(F)C(F)F)[nH]n1	5%	16%	8%	0.2%	80µM*
COCC(=O)Nc1nc2ccc(S(C)(=O)=O)cc2s1	6%	-15%	-7%	6.7%	12%

Structural class, those above with a CF3 group.
SMILES	H1N1 NS1A inhibition	M. tuberculosis	M. tuberculosis HTS	inhibitors of VEEV	Salmonella PhoP GFP	others
COc1cc(CC(=O)N(C)CC(=O)Nc2ccc(Cl)c(C(F)(F)F)c2)cc(OC)c1OC	-1%	12%	3%	7.9%	10%
CCOc1cc(/C=N/NC(=O)Cc2ccc(C(F)(F)F)cc2[N+](=O)[O-])ccc1O	-7%	14%	2%	i	5%

The list goes on:
SMILES	H1N1 NS1A inhibition	M. tuberculosis	M. tuberculosis HTS	inhibitors of VEEV	Salmonella PhoP GFP	others
COc1ccc(OCC(=O)Nc2c3c(nn2C(C)(C)C)CS(=O)(=O)C3)cc1	26%	-6%	-2%	2.6%	-2%
O=c1[nH]ncc(N/N=C\c2cccnc2)c1Cl	-12%	-6%	-6%	0.1%	-3%
O=C(c1cccs1)c1coc2ccc(O)cc12	1%	22%	?	2.4%	-2%
O=C(CCc1c[nH]c2ccccc12)NCC1COc2ccccc2O1 (configuration not stated)	13%	53%	-2%	0.3%	-3%
COCCN1CCN(C(=O)c2cc(COc3cc(C)ccc3C)on2)CC1	6%	-7%	-3%	i	-1%
N#CCc1nc(CSc2nc3ccccc3o2)cs1	2%	63%	0%	0.7%	-4%
O=C(CN1CCN(c2ccccc2F)CC1)c1ccc2cc[nH]c2c1	8%	-5%	-11%	8.3%	-2%
O=C(CNC(=S)NC(=O)c1cccs1)c1ccccc1	3%	?	1%	1.5%	-12%
Cc1ccc(S(=O)(=O)N(C)c2ccc(OCC(=O)OCc3nnc(-c4ccccc4)o3)cc2)cc1	1%	nt	nt	0.8%	nt
CCOc1cccc2sc(N(CCCN(C)C)C(=O)c3ccc(S(=O)(=O)N4CCc5ccccc5C4)cc3)nc12	11%	26%	12%	5.5%	-11%
Cc1cc(NS(=O)(=O)c2ccc(NC(=O)CSc3nnc(-c4ccco4)n3C)cc2)nc(C)n1	2%	6%	-1%	0.3%	1%
CCc1cc2c(NC3CCCC3)ncnc2s1	2%	31%	-13%	i	13%
C=CCn1c(O)c(C(C)=NCc2cc(OC)cc(OC)c2)c(=O)[nH]c1=O	1%	0%	-1%	5.3%	16%
O=C1CCCN1CCCN1C(=O)N[C@@H](Cc2ccccc2)C1=O	1%	-1%	-1%	1.9%	-2%
CN(C)c1cccc(C(=O)N(Cc2ccccc2)Cc2ccccc2)c1	8%	11%	0%	1.7%	-5%
CCOC(=O)c1cc(NC(=O)/C=C\C(=O)O)ccc1Cl	-14%	-4%	3%	0.5%	2%
COc1ccc(CCNC(=O)c2coc3ccccc3c2=O)cc1	0%	13%	3%	0.7%	0%
COc1ccc(CCNc2ncnc3nc[nH]c23)cc1OC	2%	nt	10%	3.9%	nt
CCC1(CC)C(=O)C(C)(C)C(=O)OC1c1cccs1 (configuration not stated)	-2%	-11%	-1%	0.6%	-6%
O=C(CSc1nnc(SCc2ccccc2)s1)N/N=C/c1c[nH]c2ccccc12	-1%	nt	nt	0.6%	nt
COc1ccc(-c2csc(NC(=O)CSCc3c(C)noc3C)n2)cc1OC	11%	30%	16%	7.3%	8%
COc1ccc(NC(=S)NC(=O)Cc2ccccc2)cc1	-26%	68%	40%	i	-6%
Cc1ccc(N2C(=O)C(Cl)=C(NCCO)C2=O)c(C)c1	0%	32%	9%	i	-2%
Nc1nc(-c2ccccc2)c(CCCOc2ccc([N+](=O)[O-])cc2)c(=O)[nH]1	2%	nt	nt	i	nt
CSCCC(NS(=O)(=O)c1ccccc1)C(=O)OCc1cc(=O)oc2cc(O)ccc12 (configuration not stated)	1%	8%	10%	0.7%	-4%

Other structures follow:
SMILES	H1N1 NS1A inhibition	M. tuberculosis	M. tuberculosis HTS	inhibitors of VEEV	Salmonella PhoP GFP	others
Cn1c(CNc2ccc(Cl)cc2)nnc1SCc1ccccc1	-10%	31%	1%	0.3%	-3%
O=C(c1ccccc1Cl)N1CCN(c2ccccn2)CC1	3%	5%	-7%	i	2%	inhibitors of VEEV 10K pilot screen=0.3
O=C(Cc1ccsc1)Nc1cc(F)ccc1F	-2%	-4%	-4%	0.8%	3%
Nc1cc2c(cc1Br)-c1ccc(F)cc1C2=O	-7%	nt	nt	1.9%	nt
Cc1cc(C)n2cc(CSc3nnnn3-c3ccccc3C)nc2n1	-1%	3%	10%	0.2%	-10%
CCOc1ccc(-n2c(=O)c3c4c(sc3n(CC(=O)NCC3CCCO3)c2=O)CCC4)cc1 (configuration not stated)	-4%	5%	8%	2.5%	2%
COc1ccc(OC)c(NC(=S)NCc2ccc(S(N)(=O)=O)cc2)c1	-7%	33%	1%	1.1%	1%
CC1(C)Cc2nc(N3CCCC3)c(C#N)cc2CO1	1%	-3%	10%	0.5%	-13%
O=C(Cc1ccc(S(=O)(=O)N2CCOCC2)s1)Nc1ccccc1N1CCCC1	18%	14%	-3%	2.9%	-5%
COc1ccc(C)cc1NC(=O)CN1CCN(S(=O)(=O)c2ccc3ccccc3c2)CC1	-16%	20%	-12%	8.9%	nt
O=C(CN1C(=O)CCSc2ccccc21)Nc1ccc(F)cc1	-2%	0%	-7%	0.5%	4%
O=C(Cc1ccccc1)N1CCN(Cc2c[nH]c3ccccc23)CC1	5%	-4%	-3%	2.8%	-4%

Assay outcomes as filed in PubChem.
